High-throughput results from PubChem BioAssay.
Fam108B inh – counter-screen for RBBP9 inhibitors: inhibitors of mouse Fam108B | recombinant Fam108B, FP-Rh probe fluorescence polarization | inhibition, % at 9.51 µM | hit rate 0.33% among 300,000;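 active = inhibition above the screen mean inhibition plus 3 SD, computed separately per campaign, cut at about 18% in these data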;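 also: inhibitors lower polarization as less probe binds the enzyme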
GRK2 inh – inhibitors of human GRK2 displacing RNA aptamer; bead flow cytometry, FAM-aptamer displacement from GRK2; inhibition of aptamer binding, % at 10 µM; hit rate 0.59% among 330,000; AID 488847;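 active = inhibition of aptamer binding above 40%, roughly 3 SD of noise, on plates passing a quality check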;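 also: median bead fluorescence of bound FAM aptamer so fluorescent compounds give negative values; no value below 0 was filed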
Bcl-xL primary – inhibitors of human Bcl-xL. GST-Bcl-xL / FITC-Bim BH3 peptide fluorescence polarization. inhibition, % at 10.9 µM. hit rate 0.7% among 320,000. AID 2129;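 active = inhibition above the mean of all tested compounds plus 3 SD, cutoff set per campaign, cut at about 30% in these data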;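 also: 0% = DMSO wells and 100% = unlabeled Bim-BH3 peptide competitor; inhibitors lower millipolarization by displacing the labeled peptide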
VLA-4 inh – inhibition in a human VLA-4 binding assay | P13612 | VLA-4 expressing cells, ligand binding flow cytometry | inhibition, % (about 7 µM as worked out from the volumes in the protocol) | hit rate 0.2% among 330,000 | AID 2557; in the data active = inhibition above about 50%
Target sequence (P13612 whole entry, looked up): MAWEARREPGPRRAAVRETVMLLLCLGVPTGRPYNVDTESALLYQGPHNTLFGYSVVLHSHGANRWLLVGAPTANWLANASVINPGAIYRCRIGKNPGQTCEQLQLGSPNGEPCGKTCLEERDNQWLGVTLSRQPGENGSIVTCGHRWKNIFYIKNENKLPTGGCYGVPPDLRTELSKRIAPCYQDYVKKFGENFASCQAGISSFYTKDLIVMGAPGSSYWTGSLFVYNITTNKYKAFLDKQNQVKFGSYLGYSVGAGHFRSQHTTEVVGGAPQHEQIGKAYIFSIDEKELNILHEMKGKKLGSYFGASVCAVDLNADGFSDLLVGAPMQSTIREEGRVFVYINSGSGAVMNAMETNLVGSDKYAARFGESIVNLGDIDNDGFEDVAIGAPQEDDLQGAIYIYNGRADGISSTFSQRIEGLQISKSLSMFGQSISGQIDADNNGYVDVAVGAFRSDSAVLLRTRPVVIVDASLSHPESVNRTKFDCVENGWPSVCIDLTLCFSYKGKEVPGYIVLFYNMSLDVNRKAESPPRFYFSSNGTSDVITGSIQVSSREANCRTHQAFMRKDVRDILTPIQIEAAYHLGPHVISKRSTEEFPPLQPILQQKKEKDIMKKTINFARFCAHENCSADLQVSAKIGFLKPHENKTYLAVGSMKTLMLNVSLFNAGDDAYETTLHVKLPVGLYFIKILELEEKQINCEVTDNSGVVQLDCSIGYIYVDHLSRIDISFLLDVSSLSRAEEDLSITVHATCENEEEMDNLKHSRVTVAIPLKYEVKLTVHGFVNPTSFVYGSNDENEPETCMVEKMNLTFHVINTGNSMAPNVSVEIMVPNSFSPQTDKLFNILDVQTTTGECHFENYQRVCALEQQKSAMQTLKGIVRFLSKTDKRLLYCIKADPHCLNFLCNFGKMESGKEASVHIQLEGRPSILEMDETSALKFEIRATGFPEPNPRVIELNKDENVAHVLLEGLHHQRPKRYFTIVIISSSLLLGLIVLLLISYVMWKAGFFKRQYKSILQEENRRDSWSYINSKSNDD
MEX-5 binding – C. elegans MEX-5 TCR-2 RNA binding activity | Q9XUB2 | hit rate 0.38% among 300,000 | MEX-5/FITC-TCR2 RNA binding, fluorescence polarization; hits give low values | activity score (negative = inhibition of binding), % at 10 µM;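 active = inhibition past about -25% in most replicates, and total fluorescence under double the plate's negative control median, limit read from the data; inconclusive = replicates evenly split on the limit, or fluorescence at least double controls; inactive = too little inhibition in most replicates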;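 also: 0% = DMSO and -100% = 5 µM competing unlabeled TCR2 RNA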
MCL1 BIM primary – MCL1-BIM-BH3 interaction inhibition (human); inhibition, % at 10.9 µM; Q07820; AID 2057; GST-MCL1 / FITC-Bim-BH3 fluorescence polarization; hit rate 0.68% among 320,000;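 active = inhibition above the mean inhibition of all tested compounds plus 3 SD, set per campaign, cut at about 40% in these data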;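 also: 0% = DMSO wells and 100% = unlabeled Bim-BH3 peptide control; higher means more loss of mP so more displacement of Bim peptide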
GLD-1 RNA inh – GLD-1-TGE RNA interaction inhibition (C. elegans); Q17339; purified GLD-1 + fluorescein TGE RNA, fluorescence polarization; inhibition, % at 5.96 µM; hit rate 0.44% among 320,000; AID 2280;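 active = percent inhibition above a per-plate cutoff, the plate mean of test compounds plus 3 SD, cut at about 30% in these data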;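 also: 0% = DMSO wells with GLD-1 and probe and 100% = wells lacking GLD-1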
CIT2-GFP yeast – modulators of TOR pathway CIT2-GFP in S. cerevisiae. S. cerevisiae CIT2-GFP strain, flow cytometry, 3 h; 100 means same as DMSO wells. GFP response vs DMSO, % at 10 µM. hit rate 0.065% among 320,000. AID 2029;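 active = GFP response relative to DMSO above a set limit, near the screen mean plus 3 SD, cut at about 150% in these data; inconclusive = Fewer than 70 cells measured for a yeast strain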;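 also: ratio of well median GFP fluorescence to mean of DMSO wells on the plate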
AGP1-GFP MLPCN – yeast TOR pathway AGP1-GFP modulation | S. cerevisiae AGP1-GFP multiplex flow cytometry, 3 h; GFP as percent of DMSO wells | GFP response vs DMSO, % at 10 µM | hit rate 0.02% among 320,000 | AID 2066;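 active = GFP response relative to DMSO above a set limit, near screen average plus 3 SD, cut at about 150% in these data; inconclusive = fewer than 70 cells counted for the yeast strain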;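 also: median GFP channel fluorescence of the gated AGP1 strain per well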
Numbers without * were called inactive; ? = inconclusive; / = no result given.

Under each structure – Fam108B inh	GRK2 inh	Bcl-xL primary	VLA-4 inh	MEX-5 binding	MCL1 BIM primary	GLD-1 RNA inh	CIT2-GFP yeast	AGP1-GFP MLPCN
O=C(COc1ccccc1C(=O)Nc1ccccc1)c1ccc(Br)cc1
→ -11	4	3	6	2.9	1	0	92	108
Cc1cc2c(cc1S(=O)(=O)CCC(=O)N1CC(C)CC(C)C1)OCC(=O)N2 (stereo unspecified)
→ -7	2	1	-3	0.5	0	-2	97	100
Cc1ccccc1CN1CCC(n2nccc2NC(=O)c2ccc3c(c2)OCO3)CC1
→ -2	0	1	6	0.1	-3	7	99	99
COc1cc(F)cc(-c2ccc3c(c2)c(-c2cccs2)c(-c2cc(OC)cc(OC)c2)n3C)c1
→ /	0	-5	19	/	-7	-12	101	106
CN(C)S(=O)(=O)Oc1ccc(C(=O)Nc2cccc(C(F)(F)F)c2)cc1
→ -6	1	4	-1	-0.3	4	2	101	98
COc1ccccc1CC(=O)c1ccc(OCc2ccccc2)cc1
→ -8	0	0	-2	-0.6	8	5	96	86
COc1cc(/C=C/C(=O)OCc2cn3cc(Cl)ccc3n2)ccc1O
→ 1	1	-2	-2	0.0	-5	3	105	107
O=C1N[C@H](Cc2c[nH]c3ccccc23)COC(=O)[C@H](Cc2ccc(F)cc2)C/C=C\C[C@H]1CC(=O)N(CCO)Cc1ccccc1
→ /	3	/	-21	/	/	5	88	99
O=C(NCCc1ccc(Cl)cc1)c1ccc(S(=O)(=O)N2CCCC2)cc1
→ -1	1	-11	-3	1.2	-11	-2	100	99
COc1ccc(NC(=O)COC(=O)C2C3CC4OC(=O)C2C4C3)cc1 (stereo unspecified)
→ 1	2	-3	-6	1.4	-5	-5	98	96
CCOc1ccc(NC(=O)CN2C(=O)C(C)SC(C)C2=O)cc1 (stereo unspecified)
→ 5	7	7	5	-2.1	-2	4	96	99
COc1ccc(S(=O)(=O)NCC2CCCN(C(=O)c3occc3C)C2)cc1 (stereo unspecified)
→ -3	0	7	-7	-0.3	7	12	109	88
Cc1ccc(Br)cc1S(=O)(=O)Nc1cccnc1
→ /	1	/	10	1.4	/	/	100	103
CS(=O)(=O)N(CCc1ccccc1)CC(=O)N1CCCC1
→ 1	2	5	-6	-0.5	2	0	?	?
COc1ccc(C(CC(=O)N2CCCC(C)C2)c2c(O)cc(OC)cc2OC)cc1 (stereo unspecified)
→ -1	/	-2	/	1.3	-9	8	/	/
COc1ccc(-n2nnnc2/C=C\Nc2ccc(C)cc2)cc1
→ 0	0	-4	4	0.8	0	-1	96	110
Nc1cccc(C(=O)OCC(=O)c2ccccc2)c1
→ 3	0	0	3	1.7	2	-2	96	93
CN(C(=O)COC(=O)c1ccccc1Cc1ccccc1)c1c(N)n(Cc2ccccc2)c(=O)[nH]c1=O
→ -2	2	-9	13	-2.3	-16	0	84	91
O=C(CSc1nc2ccccc2c(=O)n1Cc1ccco1)N1CCCC1
→ -2	3	3	-2	-1.8	9	-1	99	104
COCCNC(=S)NC1CC2CCCC(C1)N2Cc1ccco1 (stereo unspecified)
→ 1	22	4	11	1.1	3	-2	90	92
CCCS(=O)(=O)N1CCN(Cc2ccccc2OCC)CC1
→ -3	1	3	-17	0.6	4	-1	97	99
CCCc1[nH]nc2c1C(c1ccc(O)cc1OCC)C(C#N)=C(N)O2 (stereo unspecified)
→ -3	2	3	26	-8.1	5	1	114	100
Nc1ccc2nc[nH]c2c1
→ -3	0	12	0	-21	6	-1	95	78
O=C(NC1CCCC1)c1cc2c(ccc3ccccc32)o1
→ 5	0	-2	17	-1.1	-5	1	77	95
CCCC1(CCC)NC(=O)N(CC(=O)Nc2ccccc2OC)C1=O
→ 10	0	5	-13	-0.1	5	-4	104	103
c1ccc2c(c1)nc(N1CCOCC1)c1nnnn12
→ 2	0	43*	-37	-4.9	26	17	93	95
Cc1ccc(N2CCOCC2)c2c1C(=O)c1ccccc1C2=O
→ 3	1	2	10	-2.5	1	2	96	120
O=C(NC1CCCCC1)C(c1ccncc1)N(C(=O)c1csnn1)c1ccccc1 (stereo unspecified)
→ 0	1	0	21	-0.3	2	4	95	101
COc1cc2cc(CN(Cc3cccnc3)C(=O)Nc3ccccc3)c(=O)[nH]c2cc1OC
→ -2	1	4	19	0.6	10	-1	94	99
CCN(Cc1cnn(C)c1)C(=O)CC1C(=O)NCCN1Cc1cccc(OC)c1OC (stereo unspecified)
→ 4	5	1	-1	-0.1	7	3	106	101
Cn1c(=O)cc(SCC(=O)N2CCOCC2)c2ccc(Cl)cc21
→ 0	1	6	20	-0.6	-1	7	96	96
CCCCn1c(C(C)NC(=O)c2cccs2)nc2ccccc21 (stereo unspecified)
→ 6	0	4	1	-0.4	1	2	99	96
C=CCO/N=C/C1C(=O)CC(C)(C)CC1=O
→ -3	5	4	6	-0.9	-1	1	83	82
COc1ccc(C(=O)C2CCN(C(=O)c3ccc(OC)cc3)CC2)cc1
→ 0	0	3	-12	0.9	3	5	100	100
O=C(O)CSc1nnc(C2CC2)n1-c1ccccc1
→ 2	0	-2	6	-0.3	0	2	105	105
O=[N+]([O-])c1ccc(N2CCN(CCO)CC2)cc1NCc1ccco1
→ -1	2	4	-7	-1.7	4	2	93	90
COc1ccc(S(=O)(=O)N2CCCC(C(=O)N3CCOCC3)C2)cc1C (stereo unspecified)
→ 0	11	6	-1	0.4	7	6	108	98
COc1ccc(/C=N/NC2=NS(=O)(=O)c3ccccc32)cc1
→ 3	1	9	4	2.3	11	9	104	102
Cc1ccccc1NC(=S)Nc1ccc2[nH]c(=O)[nH]c2c1
→ 1	0	5	-2	/	5	-1	105	107
COc1ccc(C(=O)NCC(=O)OCC(=O)Nc2sccc2C#N)cc1OC
→ -6	0	8	-1	-3.4	7	3	96	97
COc1ccc(CNC(=O)CN(CC2CCCO2)C(=O)CNS(=O)(=O)c2ccc(C)cc2)cc1 (stereo unspecified)
→ 3	0	4	6	1.2	0	0	88	93
O=C(Nc1cccc(-c2csc(Nc3ccccc3)n2)c1)c1ccccc1
→ 8	2	4	5	2.3	5	1	90	82
CCCOc1c(Br)cc(C(=O)NCC)cc1OC
→ -3	2	2	0	0.3	6	1	97	100
CCCCN(CC)CCNC(=O)c1cc2c(=O)n(C)c3ccccc3c2n1C
→ 3	0	4	-9	-2.5	5	6	100	103
CCN(CC)C(=O)CN1C(=O)C(=O)c2ccccc21
→ 3	0	3	-6	-2.0	-2	-4	99	105
O=C(CCCN1C(=O)c2ccccc2C1=O)N1CCN(c2ccccn2)CC1
→ -2	4	-2	-6	0.7	-4	-4	102	102
O=C(NCCCN1CCOCC1)c1ccc(CSCc2cccc(Cl)c2)o1
→ -4	1	2	0	1.7	-3	-3	89	101
Cc1cc(C)n(CC(=O)c2ccc(Cl)cc2)n1
→ 4	2	2	-2	0.5	4	-1	102	97
Cc1ccc(CSc2nc3c(c(=O)[nH]2)CCC3)cc1
→ 3	0	-1	-11	0.2	1	-1	/	89
Cc1cccc(NC(=O)C2CCCN2/C=C/C(=O)C(F)(F)F)c1C (stereo unspecified)
→ 4	26	0	5	1.6	-2	6	95	101
Cc1ccc(-c2nc(S(=O)(=O)c3ccc(C)cc3)c(SCC(N)=O)o2)cc1
→ -4	2	-2	2	1.7	-4	-3	88	86
COc1cccc(-c2sc3ccc(OC)cc3c2C#CC(C)(C)O)c1
→ /	1	-6	5	/	-2	4	89	94
O=C(CSc1nc2c(sc3ccccc32)c(=O)n1-c1ccccc1)NCc1ccco1
→ -2	0	-1	18	1.1	-1	2	99	99
CN(C)S(=O)(=O)c1cc(NC(=O)c2cc(=O)[nH]c3ccccc23)ccc1Cl
→ 4	2	-5	11	1.8	-3	-4	105	106
O=C(O)CCCC(=O)N1CCN(C(c2ccccc2)c2ccccc2)CC1
→ 2	3	8	2	-0.9	17	3	106	101
O=C1C=CN(Cc2ccccc2)C(c2ccccc2)C1 (stereo unspecified)
→ /	0	/	3	/	/	-3	100	98
O=C(CCC1CC(=O)Nc2ccccc21)NCc1cccnc1 (stereo unspecified)
→ -2	0	0	-19	-0.3	-6	0	98	103
OCCN1CCOCCOCCN(CCO)CCN(CCO)CC1
→ -3	6	3	-1	-1.2	9	-4	91	98
CC(=O)Oc1ccc(C(=O)Nc2ccc3c(c2)OCCO3)cc1
→ 1	1	4	-1	3.3	-7	2	100	93
CC1CC(=O)NN=C1c1cccs1 (stereo unspecified)
→ 3	1	-1	25	-3.0	-9	4	101	110

(next part)
Under each structure – Fam108B inh	GRK2 inh	Bcl-xL primary	VLA-4 inh	MEX-5 binding	MCL1 BIM primary	GLD-1 RNA inh	CIT2-GFP yeast	AGP1-GFP MLPCN
O=C(O)c1c2c(nc3ccccc13)/C(=C/c1ccccc1[N+](=O)[O-])CCC2
→ -5	0	11	-8	-2.0	16	8	98	100
C/C(CC(=O)NC1CCCCC1)=N\NC(=O)Cc1ccc(-c2ccccc2)cc1
→ -2	0	4	-1	0.0	7	2	108	108
CC(=O)N1c2ccc(S(=O)(=O)N3CCCCC3)cc2CC1C(=O)NCc1ccccc1C (stereo unspecified)
→ 0	7	4	4	-0.4	7	0	123	120
COc1ccc(N2CCN(C(=O)COC(=O)c3ccco3)CC2)cc1
→ 4	0	6	-2	0.4	0	2	96	84
C#CCCOC(=O)N1C2=NC(C(=O)OC)=C(C(=O)OC)[C@@H]3N(C)c4ccc(OC)cc4[C@]23C[C@H]1C(=O)OC
→ 3	0	2	-1	-1.1	10	12	117	93
Cc1cc(C)c(NC(=O)CS(=O)CC(=O)Nc2cccnc2)c(C)c1 (stereo unspecified)
→ -2	4	3	3	0.9	7	10	111	110

An unsorted share of the library; overall some 2.2% were active at least once.
